Bioassay records (PubChem BioAssay)
KCNQ2 inh – KCNQ2 channel blockers in CHO-K1 cells – cell-based, FluxOR thallium flux, B-score, primary screen (AID 2156); O88943; 20 min; stronger effect = lower value; B-score at 10 µM; 310,000 tested, 1.1% active;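 active = fluorescence ratio B-score at most minus 3 library SDs, with starting brightness B-score within 2 library SDs, cut at about -5.5 in these data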
Target sequence (O88943 whole entry, looked up): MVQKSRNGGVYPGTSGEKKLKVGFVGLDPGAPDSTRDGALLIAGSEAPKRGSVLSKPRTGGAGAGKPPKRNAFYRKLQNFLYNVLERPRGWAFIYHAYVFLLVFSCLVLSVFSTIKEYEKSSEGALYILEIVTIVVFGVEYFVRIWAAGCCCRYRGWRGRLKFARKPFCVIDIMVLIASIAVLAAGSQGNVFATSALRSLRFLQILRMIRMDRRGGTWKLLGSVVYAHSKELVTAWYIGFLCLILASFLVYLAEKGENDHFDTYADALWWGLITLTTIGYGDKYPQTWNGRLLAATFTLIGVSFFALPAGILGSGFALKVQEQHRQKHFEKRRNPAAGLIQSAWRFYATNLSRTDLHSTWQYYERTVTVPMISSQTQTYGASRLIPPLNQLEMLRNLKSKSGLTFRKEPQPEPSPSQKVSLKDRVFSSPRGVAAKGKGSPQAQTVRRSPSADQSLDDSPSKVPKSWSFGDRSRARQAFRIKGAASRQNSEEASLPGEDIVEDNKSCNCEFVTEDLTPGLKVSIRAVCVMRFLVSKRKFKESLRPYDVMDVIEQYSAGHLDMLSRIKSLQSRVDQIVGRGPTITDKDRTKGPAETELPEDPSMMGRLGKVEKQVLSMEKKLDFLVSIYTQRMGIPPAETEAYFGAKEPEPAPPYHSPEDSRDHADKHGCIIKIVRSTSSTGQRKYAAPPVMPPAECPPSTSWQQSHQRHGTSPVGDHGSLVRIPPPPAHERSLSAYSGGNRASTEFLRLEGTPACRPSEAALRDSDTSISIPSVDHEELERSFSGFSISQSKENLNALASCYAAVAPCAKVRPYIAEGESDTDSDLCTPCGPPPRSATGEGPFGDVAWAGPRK
CHT inh – inhibitors of human choline transporter CHT; CHT-expressing cells, membrane potential dye, choline response; stronger effect = lower value; 310,000 tested, 0.86% active; B-score at 10 µM;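 active = B-score over 3 SD under the library average, and starting fluorescence ratio not unusually high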;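 note: choline stimulus applied at its EC90 after an EC20 pre-addition; B-score computed on integrated fluorescence ratio after choline addition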
Calls only; i = inactive; . = not tested or not shown.

Under each structure: KCNQ2 inh | CHT inh
> O=C(NCc1cccs1)C1CCN(S(=O)(=O)c2ccccc2F)CC1
    i | i
> O=[N+]([O-])c1ccc(N/N=C2\CC3CC=CC23)cc1 (configuration not stated)
    i | i
> CCc1ccccc1NC(=O)COc1cccc2ccc(C)nc12
    i | i
> CCN1C(=O)[C@@H]2[C@@H](c3ccc(SC4CCCCC4)cc3)N3CCC[C@@]3(C(=O)OC)[C@@H]2C1=O
    i | i
> COc1ccc2c(c1OC)C(=O)OC2N1C(=O)CC[C@H]1C(=O)NCC1CCCO1 (some centres not stated)
    i | i
> Cc1ccc(C(C)NC(=O)c2ccncc2)cc1C (configuration not stated)
    i | i
> COc1ccc(NC(=O)Nc2ccc(Cc3ccncc3)cc2)cc1OC
    i | i
> CC1=C([N+](=O)[O-])C(c2ccccc2Cl)NC(=O)N1C (configuration not stated)
    i | i
> CC(NC(=O)C(c1ccccc1)c1ccccc1)C(=O)O (configuration not stated)
    i | i
> CCc1c(-c2ccccc2)[n+](=O)c2c(n1[O-])CCC2
    i | i
> c1csc(Cc2nc(-c3ccc(-n4cccc4)cc3)no2)c1
    i | i
> COC(=O)c1cccnc1NC(=S)NC1CCCCC1
    i | i
> Cc1cc(C(=O)COC(=O)c2ccc[nH]c2=O)c(C)n1C1CC1
    i | i
> c1ccc(C2CCC(N3CCN(c4ccccc4)CC3)CC2)cc1 (configuration not stated)
    i | i
> CCC1CCCN1Cn1cnc2c([nH]c3ccc(C)cc32)c1=O (configuration not stated)
    i | i

The list continues:
Under each structure: KCNQ2 inh | CHT inh
> O=C1CSC(=S)N1c1cccc(Cl)c1
    i | i
> CCc1ccc(C2CC(=O)Nc3c2c(=O)nc2c(C)cccn32)cc1 (configuration not stated)
    i | i
> N#Cc1sc2nc(-c3cccs3)cc(-c3ccc(Cl)cc3)c2c1N
    i | i
> CNC(=O)CSc1nnc(COc2ccc(Cl)cc2)n1CCOC
    i | i
> COc1ccc(C(=O)N/C(=C/c2cccnc2)C(=O)N2CCOCC2)cc1OC
    i | i
> O=S1(=O)C=CC(Sc2nc3ccccc3[nH]2)C1 (configuration not stated)
    i | i
> CSc1nc(O)c(C(c2ccccc2Cl)c2c(O)nc(SC)[nH]c2=O)c(=O)[nH]1
    i | i
> CCCCN(C)S(=O)(=O)c1ccc(C(=O)N=c2sc3cc(NC(C)=O)ccc3n2C)cc1
    i | i
> CCNC(=O)CC1C(=O)N(c2ccccc2)C(=O)N1Cc1ccc(OC)cc1 (configuration not stated)
    i | i
> O=C(CSc1ccc(-c2ccccc2)nn1)N1CCOCC1
    i | i
> CCOC(=O)C(CCCP(=O)(c1ccccc1)c1ccccc1)(NC(C)=O)C(=O)OCC
    i | i
> O=C(Cn1nc(-c2ccccc2)c2ccccc2c1=O)Nc1ccc(F)cc1
    i | i
> N#CCSc1nc2c(c(=O)n1Cc1ccco1)C1(CCCC1)Cc1ccccc1-2
    i | i
> Cc1ccc2nc(-c3ccccc3)cc(C(=O)NCC3CCCO3)c2c1 (configuration not stated)
    i | i
> Cn1nc(C(F)(F)F)c(C(=O)Nc2ccc(F)cc2F)c1Oc1cccc(Cl)c1
    i | i

Four compounds already listed, ordered by molar mass, descending:
Under each structure: KCNQ2 inh | CHT inh
> Cn1nc(C(F)(F)F)c(C(=O)Nc2ccc(F)cc2F)c1Oc1cccc(Cl)c1
    i | i
> N#Cc1sc2nc(-c3cccs3)cc(-c3ccc(Cl)cc3)c2c1N
    i | i
> Cc1ccc2nc(-c3ccccc3)cc(C(=O)NCC3CCCO3)c2c1 (configuration not stated)
    i | i
> O=C(CSc1ccc(-c2ccccc2)nn1)N1CCOCC1
    i | i

Next part.
Under each structure: KCNQ2 inh | CHT inh
> Cc1ccsc1C1Nc2ccc3ncccc3c2C2=C1C(=O)CCC2 (configuration not stated)
    i | i
> O=C(NCc1cccs1)C1CCN(S(=O)(=O)N2CCCC2)CC1
    i | i
> CCOC(=O)[C@H]1[C@H]2COc3ccccc3[C@@H]2N2C(=O)c3cc(OC)ccc3NC(=O)[C@@]12C
    . | i
> Nc1c(C(=O)Nc2ccc(F)cc2)nnn1-c1cccc(C(F)(F)F)c1
    i | i
> CCc1ccc(NC(=O)Cn2cnc3sc(C)c(S(=O)(=O)N4CCOCC4)c3c2=O)cc1
    i | i
> COc1ccc(CC(=O)N(CCC2=CCCCC2)c2c(N)n(Cc3ccccc3)c(=O)[nH]c2=O)cc1OC
    i | i
> O=C1CN(S(=O)(=O)c2cccc(C(=O)O)c2)c2ccccc2N1
    i | i
> NNC(=O)C1CC1(c1ccccc1)c1ccccc1 (configuration not stated)
    i | i
> CC(/C=C/c1ccccc1)=N\NC(=S)NC(C)C
    i | i
> COc1ccc(F)cc1S(=O)(=O)NCC(c1ccco1)N1CCc2ccccc2C1 (configuration not stated)
    i | i
> Cn1c(SCC(=O)NC2CC2)nnc1-c1cccc(NC(=O)c2ccccc2F)c1
    i | i
> O=C(CSc1nnc(COc2ccccc2)o1)N1CCN(c2ccccc2)CC1
    i | i
> COCCSc1nnc(NC(=O)c2ccc(NC(=O)C(C)C)cc2)s1
    i | i
> N#Cc1c(-c2ccco2)cc(-c2ccccc2)[nH]c1=O
    i | i
> COc1ccccc1NS(=O)(=O)c1ccc(-c2cc(C)no2)s1
    i | i

Filtered by structure: those above with a CF3 group (2)
Under each structure: KCNQ2 inh | CHT inh
> Cn1nc(C(F)(F)F)c(C(=O)Nc2ccc(F)cc2F)c1Oc1cccc(Cl)c1
    i | i
> Nc1c(C(=O)Nc2ccc(F)cc2)nnn1-c1cccc(C(F)(F)F)c1
    i | i

(more compounds)
Under each structure: KCNQ2 inh | CHT inh
> O=C(Cn1c2ccccc2c(=O)c2ccccc21)N/N=C/c1cc([N+](=O)[O-])ccc1N1CCCCC1
    i | i
> Cc1ccc(S(=O)(=O)c2nc(S(C)(=O)=O)sc2N2CCCCCC2)cc1
    i | i
> CCCCC(c1nnnn1CC1CCCO1)N1CCN(c2cc(Cl)ccc2C)CC1 (configuration not stated)
    i | .
> COc1cccc(-c2nc(N3CCN(C)CC3)c3ccccc3n2)c1O
    i | i
> C=CCNC(=O)CN1C(=O)C2C3c4ccccc4C(c4ccccc43)C2C1=O (configuration not stated)
    i | i
> CCn1c(COc2cc(C)cc(C)c2)nnc1SCC(=O)N1CCN(c2ccccc2)CC1
    i | i
> COc1ccc(-c2ccc(-c3noc(-c4ccco4)n3)c(OC)n2)cc1
    i | i
> Cc1ccc(NS(=O)(=O)c2c(C)[nH]c(C)c2C(=O)N2CCCCC2)c(Br)c1
    i | i
> CCCCCCc1cc2cc(C(=O)Nc3ccc(OC)cc3)c(=O)oc2cc1O
    i | i
> O=C(Oc1oc(-c2ccco2)nc1C=Nc1ccc(Cl)cc1)c1ccco1
    i | i
> Cc1ccc(NC(=O)CNCC2CCCCC2)cc1S(=O)(=O)N(C)C
    i | i
> N#C/C(=C(/O)Cc1cccc2ccccc12)c1nc2ccccc2s1
    i | i
> S=c1[nH]nc(-c2cc(-c3ccccc3)n[nH]2)n1/N=C/C(Br)=C/c1ccccc1
    i | i
> CCN1CCN(C(=O)c2ccc(N3CC4CC(C3)c3cccc(=O)n3C4)c(NC(=O)c3cc(OC)cc(OC)c3)c2)CC1 (configuration not stated)
    i | i
> OC(COc1ccc(F)cc1Cl)CN1CCc2ccccc2C1 (configuration not stated)
    i | i

(more compounds)
Under each structure: KCNQ2 inh | CHT inh
> O=C(O)C1C2CCC(C2)C1C(=O)NCCCn1ccnc1 (configuration not stated)
    i | i
> Cc1ccc(-n2nc(C(=O)NN)c(C)c(C#N)c2=O)cc1Cl
    i | i
> Cc1ccc2c(c1)NC(=O)C(CC(=O)NCCCN1CCN(c3cc(C)ccc3C)CC1)O2 (configuration not stated)
    i | i
> COc1ccccc1OCC(=O)N(Cc1nc(-c2ccccc2)no1)C1CCCCC1
    . | i
> CC(C)Cc1nc2c(nnn2Cc2ccccc2F)c(=O)[nH]1
    i | i
> O=C(Nc1cccc([N+](=O)[O-])c1)C1CC(=O)N(C2CCCCC2)C1 (configuration not stated)
    i | i
> Nc1nnc(CCCCCc2nnc(N)s2)s1
    i | i
> Cc1c(S(=O)(=O)N2CCN(c3ccc(F)cc3)CC2)c(=O)n(C)c(=O)n1C
    i | i
> CCOC(=O)c1ccc2[nH]c3ccccc3c2c1
    i | i
> Cc1ccc(NC(=O)c2ccc(OC(F)F)cc2)cc1S(=O)(=O)N(C)C
    i | i
> NS(=O)(=O)c1ccc(CNC(=O)Cc2c(F)cccc2Cl)cc1
    i | i
> CC(C)OC(=O)n1c(=S)oc2ccccc21
    i | i
> COc1ccc(NC(=O)c2cc(-c3ccco3)on2)cc1OC
    i | i
> COc1ccc(CC(=O)Nc2ccc(C(C)=O)cc2)cc1
    i | i
> Cn1c(-c2cccc(OCc3ccccc3)c2)nc2c1c(=O)[nH]c(=O)n2Cc1ccccc1
    . | i

More structures follow.
Under each structure: KCNQ2 inh | CHT inh
> O=C(c1ccco1)N1CCCC(c2nc3c(nnn3Cc3c(Cl)cccc3Cl)c(=O)[nH]2)C1 (configuration not stated)
    i | i
> CCn1c2ccccc2c2nc3cc(OC)c(OC)cc3nc21
    i | i
> Cc1ccc(-c2nc(N3CCOCC3)sc2C(=O)N2CCOCC2)cc1
    i | i
> C[C@H](NC(=O)c1cc2c(cn1)[nH]c1ccccc12)C(=O)O
    i | i
> Cc1ccccc1N1CC(C(=O)Nc2nnc(SCCC3OCCO3)s2)CC1=O (configuration not stated)
    i | i
> O=C(COc1ccccc1)NC(=S)Nc1ccc2c3c(cccc13)CC2
    i | i
> N#Cc1cc2c(nc1SCC(=O)N1CCCCC1)CCCC2
    i | i
> CN(Cc1cn(C)nc1-c1ccccc1F)Cc1nccn1C
    i | i
> CCOc1ccc(NC(=O)CN(C)C(=O)c2cc(-c3cccs3)nn2-c2ccccc2)cc1OCC
    i | i
> CC(C)(C)c1cc(-c2n[nH]c(=S)n2-c2ccccc2F)n[nH]1
    i | i
> O=C(CN1C(=O)NC2(CCCC2)C1=O)Nc1ccc(F)c(F)c1F
    i | i
> COCCN(Cc1nc(C2(c3ccc(C)cc3)CCCC2)no1)C(C)C
    i | i
> C/C=C/c1ccc(OCCOCCNCc2ccccc2)c(OC)c1
    i | i
> O=C(CSc1nc2c(sc3ccccc32)c(=O)n1-c1ccccc1)NCc1ccco1
    i | i
> COc1ccccc1CN1C[C@@H]2C[C@@H](c3ccccc3OC)N3CCC[C@@]23C1=O
    i | i

The listing continues.
Under each structure: KCNQ2 inh | CHT inh
> CC(=O)Nc1ccc(SCC(=O)OCC(=O)NC(=O)NC2CCCC2)cc1
    i | i
> COc1ccc(-n2nc(C(=O)Nc3cc(OC)c(OC)c(OC)c3)c3ccccc3c2=O)c(OC)c1
    i | i
> COc1ccc(NC(=O)C2CCCN(S(=O)(=O)c3cccc4nonc34)C2)cc1 (configuration not stated)
    i | i
> Cc1cc[n+](CC(=O)Nc2nc3ccccc3s2)cc1
    i | i
> CCC(=O)Nc1ccc(S(=O)(=O)N2CCc3ccccc32)cc1
    i | i
> CN1C2=NCCN2C(=O)c2cc(Cl)ccc21
    i | i
> CC(C)Oc1ccc(CN2CCC(n3nccc3NC(=O)CCc3ccccc3)CC2)cc1
    i | i
> CCn1c(SCC(=O)N(C)CC(=O)Nc2ccc(OC)cc2)nnc1-c1ccco1
    i | i
> Cc1ccc2nc(-c3ccccc3Cl)cc(C(=O)Nc3cc(C)on3)c2c1
    i | i
> COc1ccc(-n2nc3ccc(NS(C)(=O)=O)cc3n2)cc1Cl
    . | i
> Cc1ccc(C23CC4CC(CC(C(=O)OCC(=O)NC5CCS(=O)(=O)C5)(C4)C2)C3)cc1 (configuration not stated)
    i | i
> COc1cccc(NC(=O)Nc2ccc3c(c2)OCO3)c1
    i | i
> Cc1ccc(O)c(CNc2nccs2)c1
    i | i
> O=C(NCCCO)c1cc2c([nH]c3ccccc32)c(-c2ccccc2)n1
    i | i
> Cc1ccc(NC(=O)c2nc[nH]c2C(=O)N2CCC(C)CC2)cc1
    i | i

Next structures
Under each structure: KCNQ2 inh | CHT inh
> COc1ccc(N2CCN(c3nc4c(c(=O)n(C)c(=O)n4C)n3Cc3ccccc3)CC2)cc1
    i | i
> Cc1cccc(N(C)C(=O)CCS(=O)(=O)c2cc3c(cc2Cl)NC(=O)CO3)c1
    i | i
> CCN(Cc1cc(=O)n2ccsc2n1)c1cccc2ccccc12
    i | i
> O=C1/C(=C\c2ccco2)CCC/C1=C\c1ccco1
    i | i
> CCOC(=O)c1[nH]c2ccc(F)cc2c1NC(=O)CN1CCc2cc(OC)c(OC)cc2C1
    i | i
> CN(C)CCNC(=O)Cn1nc(C(F)F)cc1C1CC1
    i | i
> O=C(NC1CCCCC1)c1ccccc1C(F)(F)F
    i | i
> Cc1ccc(-n2c(SCc3ccc(C#N)cc3)nnc2-c2ccccn2)cc1
    i | i
> O=C(Nc1ccccc1F)Nc1cc(Cl)ccc1-n1cncn1
    i | i
> O=C(CN1C(=O)NC(Cc2ccccc2)C1=O)Nc1ccccc1OC(F)F (configuration not stated)
    i | i
> Fc1ccc(NC2=NCCCCC2)cc1
    i | i
> CCOC(=O)CC(=O)Nc1ccn[nH]1
    i | i
> CC(=O)OCc1c(-c2ccccc2)c2cc([N+](=O)[O-])ccc2n1C
    i | i
> O=C(Nc1ncnc2sc3c(c12)CCCCC3)c1ccc(F)cc1
    i | i
> CC(C)CC(=O)Nc1ccccc1N1CCN(c2ccccc2)CC1
    i | i

Further records
Under each structure: KCNQ2 inh | CHT inh
> CCC(C)n1c(SCC(=O)/C(C#N)=C(\C)N)nc2ccccc2c1=O (configuration not stated)
    i | i
> COc1ccc(Cc2nc3ccc(C(=O)NC(C)c4cn(C)nc4C)cc3o2)cc1 (configuration not stated)
    i | i
> C=CCNC(=S)NN=C1CCCCCCC1
    i | i
> O=C(NCCN1CCN(c2ccccc2F)CC1)c1cccn2c(=O)c3ccccc3nc12
    i | i
> O=C(CS(=O)(=O)Cc1ccccc1)NCc1ccco1
    i | i
> COc1cc(NC(=O)C(Cc2ccccc2)n2cccc2)cc(OC)c1 (configuration not stated)
    i | i
> CCOc1ccc(OCC)c(NC(=O)CCn2c(=O)oc3ccccc32)c1
    i | i

Outcome played no part in choosing rows. Share with any hit: about 1.9%.
